Bioassay records (PubChem)
Efflux pump inh – antifungal efflux pump inhibition, Nile Red retention. inhibition, % at 10 µM. S. cerevisiae Candida pump triplex. AID 485275. hit rate 0.44% among 330,000;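 active means plate passing quality check with inhibition over a set limit, or well fluorescence over plate mean plus 4 SD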;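 further: Nile Red retained in pooled yeast measured as flow cytometry median fluorescence; 0% = buffer negative control and 100% = Enniatin B positive control; higher means more Nile Red kept so more efflux inhibition; some compounds called inactive have numbers as strong as hits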
HCV core dimer – blocks dimerization of HCV core protein; TR-FRET GST/Flag-core106 dimerization, 1536-well; inhibition, % at 5 µM; hit rate 0.33% among 300,000; AID 1899;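 active means inhibition above the mean of all tested compounds plus 3 SD, set per screening campaign, cut at about 45% in these data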
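System: GST/Flag-tagged HCV core106 proteins. Incubation: compound-protein-antibody incubation 4 h at 22.5 °C. Technique: HTRF with 340 nm excitation, 617/671 nm emission. Medium: KF-containing HEPES buffer, pH 7.45, DTT, CHAPS, BSA. Read-out: inhibition (%) from 671 over 617 nm ratio. Also added: Eu(K)-anti-GST 90 ng/mL plus XL665-anti-Flag 1 µg/mL.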
PP1 counter – PP1-alpha (human) inhibition in PP5 counter-screen | P62136 | purified PP1alpha, OMFP fluorescence | inhibition, % at 6.7 µM | hit rate 0.9% among 320,000;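 active means inhibition above the mean inhibition of all tested compounds plus 3 SD, computed separately for each screening campaign, cut at about 15% in these data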
Target sequence (P62136 whole entry, looked up): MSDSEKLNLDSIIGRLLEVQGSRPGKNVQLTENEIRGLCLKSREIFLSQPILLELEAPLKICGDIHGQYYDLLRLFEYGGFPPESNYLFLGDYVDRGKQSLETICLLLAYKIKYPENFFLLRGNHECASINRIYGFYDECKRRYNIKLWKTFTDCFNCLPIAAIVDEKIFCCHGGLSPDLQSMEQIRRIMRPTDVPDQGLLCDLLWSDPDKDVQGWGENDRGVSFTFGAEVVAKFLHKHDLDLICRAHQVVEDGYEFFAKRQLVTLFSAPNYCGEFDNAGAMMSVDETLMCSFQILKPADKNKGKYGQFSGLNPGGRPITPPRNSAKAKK
TPT1 inhibitor – C. albicans TPT1 enzyme inhibition | recombinant caTPT1, FP RNA substrate dephosphorylation | inhibition, % at 5 µM | hit rate 0.81% among 300,000 | AID 1962;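 active means inhibition above the mean of all tested compounds plus 3 SD, set per screening campaign, cut at about 24% in these data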;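 further: plate controls were DMSO alone for no effect and ferristatin control at 100 nM for full effect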
LYPLA2 inh – blocks human lysophospholipase 2, a PME1 counter-screen. O95372. recombinant LYPLA2, FP-Rh probe fluorescence polarization. inhibition, % at 5.9 µM. hit rate 0.38% among 320,000. AID 2177;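 active means inhibition above the screen-wide mean plus 3 SD, limit set per campaign, cut at about 26% in these data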;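 further: 0% = LYPLA2 with DMSO and 100% = wells lacking LYPLA2 enzyme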
Target sequence (O95372 whole entry, looked up): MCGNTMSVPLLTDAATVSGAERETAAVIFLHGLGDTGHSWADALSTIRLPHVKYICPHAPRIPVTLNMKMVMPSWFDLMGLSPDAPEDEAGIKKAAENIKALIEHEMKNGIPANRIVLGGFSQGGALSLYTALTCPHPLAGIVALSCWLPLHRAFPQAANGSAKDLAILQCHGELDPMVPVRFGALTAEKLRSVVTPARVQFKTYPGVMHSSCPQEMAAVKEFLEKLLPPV
CTSL1 counter – counter-screen for PFM18AAP inhibitors: inhibitors of F. hepatica cathepsin L1. recombinant F. hepatica cathepsin L1, Z-Leu-Arg-MCA fluorescence. inhibition, % at 5.96 µM. hit rate 0.49% among 300,000;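 active means inhibition above the mean of all tested compounds plus 3 SD, set per screening campaign, cut at about 17% in these data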;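 further: 0% = plate median of test compound wells and 100% = 1 µM Z-Phe-Ala-diazomethylketone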
PREPL inhibitor – inhibitors of human prolyl oligopeptidase-like enzyme PREPL | hit rate 0.68% among 320,000 | inhibition, % at 5.96 µM | recombinant PREPL, fluorescence polarization activity-based probe | Q4J6C6; in the data active means inhibition above about 43%;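 further: 0% = enzyme with DMSO and 100% = wells lacking enzyme; many of its hits are not listed in these tables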
PP5 inh – blocks human protein phosphatase 5 activity; P53041; purified PP5c, OMFP substrate fluorescence; inhibition, % at 6.7 µM; hit rate 0.18% among 320,000; AID 1987;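 active means inhibition above the campaign's mean inhibition across all tested compounds plus 3 SD, cut at about 9.5% in these data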;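 further: 0% = DMSO only and 100% = 100 µM cantharidin control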
GASC-1 inh – inhibitors of human GASC-1 (JMJD2C) demethylase; inhibition, % at 2.35 µM; hit rate 0.069% among 330,000; GST-JMJD2C(1-420) H3K9me3 demethylation, DELFIA europium;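 active means more than half of a compound's replicate wells show inhibition beyond 50%, single wells judged on their own value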;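 further: signal counts dimethyl H3K9 product captured on neutravidin plate; 0% = median of DMSO wells and 100% = 0.3 times that DMSO median; strong numbers were not always called active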
Target sequence (Q9H3R0 1-420 limits assumed): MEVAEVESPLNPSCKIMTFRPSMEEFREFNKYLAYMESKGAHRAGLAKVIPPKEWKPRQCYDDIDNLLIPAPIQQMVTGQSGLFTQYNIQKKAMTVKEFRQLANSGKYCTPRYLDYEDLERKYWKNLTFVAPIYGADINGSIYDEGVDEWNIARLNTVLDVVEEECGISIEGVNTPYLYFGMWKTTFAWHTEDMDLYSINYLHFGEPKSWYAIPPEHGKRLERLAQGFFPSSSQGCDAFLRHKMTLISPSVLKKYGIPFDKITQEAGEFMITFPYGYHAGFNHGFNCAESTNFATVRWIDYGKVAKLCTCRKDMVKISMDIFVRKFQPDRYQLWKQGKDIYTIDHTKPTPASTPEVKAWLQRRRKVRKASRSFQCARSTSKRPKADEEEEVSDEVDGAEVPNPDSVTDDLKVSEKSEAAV
* marks the source's active call; other numbers are inactive results; . = no result given. These rows are one share of the data; the hit share may differ from the screen's.

SMILES	Efflux pump inh	HCV core dimer	PP1 counter	TPT1 inhibitor	LYPLA2 inh	CTSL1 counter	PREPL inhibitor	PP5 inh	GASC-1 inh
CC(C)Cc1nnc(NC(=O)CCC(=O)N2CCOCC2)s1	0.0	-3.3	-3.4	-0.3	0.5	-0.4	1.0	-1.3	13.8
CCN(CC)S(=O)(=O)c1cccc(-c2nnc(SC(C)C(N)=O)n2CCc2ccccc2)c1 (stereo not given)	0.2	-2.7	-2.1	-1.4	-2.7	-4.0	1.1	2.8	-1.5
CN(C)S(=O)(=O)N1CCC(n2nccc2NC(=O)CCCc2ccccc2)CC1	-0.1	-2.1	-4.5	-0.2	-0.1	-1.1	7.8	-0.2	1.8
COc1ccc2c(c1)n([O-])c1c([n+]2=O)CCC1	0.0	4.8	-1.6	-0.7	0.6	0.2	21.4	1.7	-3.1
O=C(CN1C(=O)NC2(CCCCCC2)C1=O)NC1CC1	-0.1	1.0	-0.6	0.1	4.3	-2.1	2.8	-0.2	-5.9
COc1ccc(NS(=O)(=O)c2cccc(C(=O)NNC(=O)CNC(=O)c3ccco3)c2)cc1	-0.1	1.5	-2.1	2.3	-1.2	-6.2	-3.8	-0.5	8.4
CCN(C(=O)CSc1nnc(-c2cccs2)o1)C1CCS(=O)(=O)C1 (stereo not given)	-0.1	0.5	11.0	0.5	3.2	1.1	2.5	-0.8	10.0
O=S(=O)(/C=C/c1ccccc1)N1CCc2ccccc2C1	0.1	8.3	-1.9	1.0	2.3	-3.0	-19.8	-0.1	0.3
O=c1oc2ccccc2c(Nc2ccc3ncccc3c2)c1[N+](=O)[O-]	0.0	10.4	2.0	2.0	1.6	0.8	0.9	2.1	4.4
CCCNC(=O)CN(CCc1ccccc1)S(C)(=O)=O	-0.1	1.5	0.5	1.1	-0.7	1.1	6.5	-2.4	-2.3
O=C(CSc1cn(Cc2ccccc2)c2ccccc12)NCc1ccc(F)cc1	0.0	3.7	-7.5	-2.4	2.5	0.7	2.7	2.0	-9.2
O=S(=O)(c1ccc(F)cc1)N1CCc2ccccc21	1.0	-3.7	1.1	-0.6	2.0	-0.8	-5.4	0.9	-11.7
CCC(C)C(NC(=O)C1CCC(C)CC1)C(=O)NC(CCSC)C(=O)OC (stereo not given)	-0.1	-0.6	-4.9	-3.6	-3.1	5.9	3.4	1.6	-3.6
C[C@@H]1CCC[C@H](C)N1NC(=O)c1ccc(Cl)c(S(N)(=O)=O)c1	0.0	16.1	-3.6	3.0	-2.0	4.5	6.5	-1.4	15.2
CC1=NN(C(=O)c2ccc(Br)cc2)C(O)(C(F)(F)OC(F)(F)F)C1 (stereo not given)	0.1	-3.9	-1.0	3.3	-8.3	1.1	1.9	0.3	-0.2
CN(C)S(=O)(=O)c1ccc(N2CCCC2)c(C(=O)N2CCN(S(=O)(=O)c3ccccc3F)CC2)c1	0.0	0.5	-4.2	0.3	10.4	-2.3	1.3	0.8	-4.3
CC1=C(C(=O)OC(C)C)C(/C=C/c2ccccc2)NC(=O)N1 (stereo not given)	-0.1	2.5	-0.5	-4.8	-0.5	1.2	3.6	-2.3	-1.1
O=S(=O)(c1cccs1)N1CCN(Cc2ccccc2)CC1	-0.1	-9.2	1.7	-1.1	9.6	-2.4	-2.4	0.7	-11.0
COc1ccccc1NS(=O)(=O)c1cccc2cccnc12	0.0	1.2	-3.1	-2.1	1.7	-12.8	-6.3	1.3	-4.4
COc1ccccc1CC(=O)Nc1ccc(C(=O)N2CCCCC2)cc1	-0.1	6.7	1.1	-2.2	1.9	0.2	3.6	-1.5	17.6
C=CCn1c(CSc2nc3ccccc3s2)nnc1SCC(=O)NCc1ccccc1	0.1	2.6	1.8	1.5	0.0	0.1	-40.0	2.8	0.3
C/C(=C\C1CCCCC1)C(NC(=O)c1ccc(C(F)(F)F)cc1)c1ccc(-c2ccccc2)cc1 (stereo not given)	0.0	1.6	-6.0	-2.3	-7.6	-1.6	-5.5	-0.7	-1.6
CCc1nnc(NS(=O)(=O)c2ccc(N/C=C\C(=O)c3ccc4ccccc4c3)cc2)s1	0.0	10.6	3.8	-0.9	1.8	-1.2	-4.5	0.4	7.3
COc1cccc(OC)c1C(=O)OCC(=O)NCC(C)C	-0.1	1.5	2.2	-3.2	5.8	1.3	-4.2	2.1	4.8

Copied from the list.
Entry for O=c1oc2ccccc2c(Nc2ccc3ncccc3c2)c1[N+](=O)[O-] in PP1 counter: 2.0
Entry for CCCNC(=O)CN(CCc1ccccc1)S(C)(=O)=O in LYPLA2 inh: -0.7

(more compounds)
SMILES	Efflux pump inh	HCV core dimer	PP1 counter	TPT1 inhibitor	LYPLA2 inh	CTSL1 counter	PREPL inhibitor	PP5 inh	GASC-1 inh
O=C(Cn1ccc2ccccc2c1=O)NCCC(=O)N1CCN(c2cccc(Cl)c2)CC1	0.1	-0.9	6.7	1.4	12.1	7.4	9.4	4.1	-2.0
CN(CCOc1ccccc1)CC(=O)Nc1cc([N+](=O)[O-])ccc1Cl	-0.1	1.0	1.1	-0.5	4.6	-2.8	7.8	2.3	-1.3
CCOC(=O)c1ccc(CC2SC(N)=NC2=O)cc1 (stereo not given)	0.0	-5.3	-0.8	-1.7	5.4	-4.9	-3.0	-1.3	33.9
CN1CCC(OC(=O)c2ccc(Br)cc2)CC1	-0.1	-1.2	1.8	-3.7	0.3	-0.9	-7.7	-2.3	-2.1
Cc1ccc(C)c(S(=O)(=O)/N=C2\C=C(NS(=O)(=O)c3ccccc3)C(=O)c3ccccc32)c1	0.1	-4.1	0.6	1.9	-20.4	3.5	-6.7	2.8	13.9
CCOC(=O)NC(NCc1cccc(C(F)(F)F)c1)(C(F)(F)F)C(F)(F)F	-0.1	3.6	2.7	0.1	2.5	4.8	4.2	-4.2	-2.2
C=C1C(=O)O[C@@H]2[C@H]1CC[C@H](C)[C@]1(O)CCC(=O)[C@@]21C	0.1	-4.1	-4.3	1.4	-3.6	2.7	-2.0	-0.9	-5.6
COc1ccccc1C(=O)C1CCCN(C(=O)C2CCCC2)C1 (stereo not given)	0.0	2.4	-1.8	1.0	3.8	-1.7	0.8	1.8	-2.5
O=C(N/N=C/c1ccc(O)cc1)c1cc(-c2ccc3c(c2)OCO3)n[nH]1	-0.2	3.5	-1.0	-4.3	-5.6	-2.7	9.8	1.1	5.7
Cc1ccc2c(CN(C)Cc3cccc(F)c3)cc(=O)oc2c1C	-0.1	-1.1	5.9	-2.9	1.5	-1.7	-7.6	1.0	-0.4
CC1(c2ccc(OC(F)F)cc2)NC(=O)N(CC(=O)Nc2cccc(F)c2)C1=O (stereo not given)	-0.1	6.9	-2.8	0.9	7.0	-2.9	4.1	4.7	-8.2
O=C(OCN1C(=O)c2ccccc2C1=O)/C(=C\c1ccco1)NC(=O)c1ccccc1	-0.2	9.8	1.6	4.9	3.3	83.3*	9.8	0.4	3.7
CC(C)NC(=O)Cn1cnc2c1c(=O)n(C)c(=O)n2C	0.0	-0.8	2.9	0.9	-3.9	-1.1	-6.1	2.1	-2.7
O=C(CCl)NCc1cc(-c2ccc(Cl)cc2)no1	-0.1	2.6	-4.1	-2.5	7.0	34.6*	-2.8	1.1	-5.0
COCCn1c(/C=C/c2ccccc2)nc2ccccc21	0.1	3.0	-2.2	-0.2	-2.3	5.4	4.4	-0.1	0.0
CCN(CC(=O)NC(C)C)C(=O)C(CCSC)NC(=O)c1ccccc1OC (stereo not given)	0.0	1.7	-5.2	-1.9	-0.6	1.3	-34.5	-2.6	7.4
CC(C)CNCC1OCc2ccccc2CO1	0.4	-0.5	-3.4	-0.9	-2.2	-2.2	-1.7	-0.4	6.1
Cc1ccc(-c2noc(CN(C)C(=O)Nc3ccc(F)cc3)n2)cc1	0.0	0.1	-4.4	-2.9	-2.1	-0.9	-0.3	1.7	0.7
COc1ccccc1-c1nnc2n1N=C(C)CS2	-0.1	-3.7	-2.2	-2.1	7.9	-2.6	18.0	5.9	-3.4
COc1cc(OC)c(OC)cc1/C=N/NC(=S)NCC1CCCO1 (stereo not given)	0.3	-7.3	-7.7	1.5	4.6	2.6	23.5	2.2	19.2
COc1ccccc1C1CCN(C(=O)c2ccco2)CC1	0.0	3.4	-3.6	-5.0	-3.5	-1.3	-3.6	-1.7	-28.7
COc1cc2[nH]c(=S)nc(NCc3ccccc3)c2cc1OC	0.0	11.5	-0.8	1.2	-1.2	3.8	7.3	0.7	-3.8
O=C(CN1C(=O)S/C(=C\C=C\c2ccccc2)C1=O)N1CCCCC1	0.1	30.3	2.4	-2.6	-4.0	1.4	3.5	0.6	7.0
Cc1n(C)c2cc(Cl)ccc2[n+]1Cc1ccccc1	0.1	-2.5	0.9	-3.9	-1.3	-0.5	13.3	-2.7	6.7
O=C(NC(=S)Nc1cc(S(=O)(=O)N2CCOCC2)ccc1N1CCOCC1)c1ccco1	0.3	7.3	-3.4	6.7	-4.9	1.6	9.9	-0.2	0.6
Cc1ccccc1-c1nc(Cc2ccc(Cl)cc2)no1	0.1	-1.3	-2.6	-1.1	2.0	-2.1	-7.1	0.6	2.1
CC(=O)Nc1ccc(S(=O)(=O)NCc2nc(-c3ccccc3Cl)no2)cc1	0.1	-12.8	2.9	5.0	-0.3	1.1	-3.0	1.9	2.7
CN(C)S(=O)(=O)c1ccc(C(=O)Nc2ccc(Cl)cc2)cc1	0.2	-19.2	1.3	-0.7	13.1	-5.3	11.0	3.7	11.2
CC(C)Oc1ccc(C(=O)N2CCN(C(=O)c3ccco3)CC2)cc1	0.6	6.9	-11.2	0.3	-4.5	0.4	-2.0	0.2	-2.3
CCOC(=O)c1cc(-c2ccc(C)o2)nn1CCC#N	0.0	1.0	-6.6	1.4	-1.1	-0.4	-2.9	0.9	6.6
COc1ccc(/C=C(\NC(=O)c2ccc(OC)cc2)C(=O)Nc2ccccc2C(=O)O)cc1	0.1	5.1	-1.1	-0.5	1.0	2.0	-6.7	1.8	-10.2
CCn1c(SCC(=O)c2[nH]c(C)c(C(C)=O)c2C)nnc1-c1ccccc1	-0.1	4.8	-2.3	-1.9	0.7	-2.9	-9.2	0.1	9.8
COc1ccc(-c2oc3ccc(-c4cc(OC)c(OC)c(OC)c4)cc3c2-c2ccc(OC)cc2)cc1	0.1	-11.8	0.7	0.0	14.5	-2.2	11.5	0.7	14.0
CC(=O)c1ccc(N2CCN(C(=O)c3nn(C)c4c3CS(=O)(=O)c3ccccc3-4)CC2)cc1	0.1	-5.5	0.8	-1.2	1.1	3.9	12.0	1.4	-24.3
CC1(c2ccc(Cl)cc2)NC(=O)CS1 (stereo not given)	0.1	-0.8	-3.6	-2.1	6.4	1.1	4.8	1.5	-2.2
CCS(=O)(=O)c1nc(S(=O)(=O)c2ccc(Cl)cc2)c(NCCN2CCOCC2)s1	-0.1	-16.6	1.7	-1.4	5.9	4.0	14.2	0.3	4.4
CCOC(=O)N1CCN(C(=O)c2cccn3c(=O)c4sccc4nc23)CC1	-0.1	7.0	-2.8	1.4	1.9	-1.3	-4.9	-0.7	.
COc1ccc(F)cc1Cn1nc(C(=O)O)c2ccccc2c1=O	0.2	3.9	1.9	-2.2	-6.4	1.3	-1.5	2.5	-4.0
